TR-FRET SRC-2 ct – counter-screen for PPARgamma SRC-2 recruitment agonists: TR-FRET artefact | 200,000 compounds, 0.4% hits | TR-FRET ratio at 8 µM | stronger effect = higher value; in the data active means TR-FRET ratio above about 2000; further: inactives centre near 1500; reference of the scale not given here
PPARg SRC3 recr – agonists of human PPARgamma SRC-3 coactivator recruitment. P37231. biochemical PPARgamma/SRC-3 coactivator recruitment assay. activation, % at 8 µM. 200,000 compounds, 0.26% hits. AID 731; in the data active means activation above about 23%;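 further: 0% = DMSO and 100% = reference agonist; some compounds past the cut are filed as inactive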
Lmaj promast – Leishmania major promastigote growth inhibition; 200,000 compounds, 9% hits; Leishmania major promastigotes, resazurin fluorescence viability; AID 1063; inhibition, % at 10 µM; in the data active means inhibition above about 50%;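 further: promastigotes grown with compound for 44 hours at 28 °C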
ROMK mod – human ROMK K+ channel modulation, primary screen. Tet-inducible ROMK, thallium flux fluorescence; actives lie on both sides. B-score at 10 µM. 130,000 compounds, 2% hits;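 active means signal ratio slope over the read window, or its plate-corrected B-score, at least 3 SD from the plate mean, either direction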;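 further: B-score of the F/F0 ratio slope over 7 to 12 s after thallium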
Redox H2O2 prof – compounds producing H2O2 with reducing agent – biochemical, NIH compound library profiling, artefact control for MLSCN library redox annotation, primary screen | 200,000 compounds, 0.03% hits | activation, % at 10 µM | AID 878 | DTT-dependent redox cycling H2O2, phenol red/HRP absorbance; 100% = 100 µM peroxide control, 0% = buffer;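 active means activation of at least 50% relative to the plate's high and low controls in the primary single-dose screen; inactive means activation below 50%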;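 further: compound incubated with DTT at 0.8 mM final as the reducing agent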
TLR4-MyD88 BLA – blocks binding of human TLR4 to MyD88 | O00206+Q99836 | HeLa CL3-4 TLR4/MyD88 BLA complementation, FRET ratio | inhibition, % at 8.4 µM | 200,000 compounds, 0.18% hits | AID 861; in the data active means inhibition above about 25%;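 further: 0% = vehicle and 100% = reference inhibitor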
Target sequence (O00206 whole entry, looked up): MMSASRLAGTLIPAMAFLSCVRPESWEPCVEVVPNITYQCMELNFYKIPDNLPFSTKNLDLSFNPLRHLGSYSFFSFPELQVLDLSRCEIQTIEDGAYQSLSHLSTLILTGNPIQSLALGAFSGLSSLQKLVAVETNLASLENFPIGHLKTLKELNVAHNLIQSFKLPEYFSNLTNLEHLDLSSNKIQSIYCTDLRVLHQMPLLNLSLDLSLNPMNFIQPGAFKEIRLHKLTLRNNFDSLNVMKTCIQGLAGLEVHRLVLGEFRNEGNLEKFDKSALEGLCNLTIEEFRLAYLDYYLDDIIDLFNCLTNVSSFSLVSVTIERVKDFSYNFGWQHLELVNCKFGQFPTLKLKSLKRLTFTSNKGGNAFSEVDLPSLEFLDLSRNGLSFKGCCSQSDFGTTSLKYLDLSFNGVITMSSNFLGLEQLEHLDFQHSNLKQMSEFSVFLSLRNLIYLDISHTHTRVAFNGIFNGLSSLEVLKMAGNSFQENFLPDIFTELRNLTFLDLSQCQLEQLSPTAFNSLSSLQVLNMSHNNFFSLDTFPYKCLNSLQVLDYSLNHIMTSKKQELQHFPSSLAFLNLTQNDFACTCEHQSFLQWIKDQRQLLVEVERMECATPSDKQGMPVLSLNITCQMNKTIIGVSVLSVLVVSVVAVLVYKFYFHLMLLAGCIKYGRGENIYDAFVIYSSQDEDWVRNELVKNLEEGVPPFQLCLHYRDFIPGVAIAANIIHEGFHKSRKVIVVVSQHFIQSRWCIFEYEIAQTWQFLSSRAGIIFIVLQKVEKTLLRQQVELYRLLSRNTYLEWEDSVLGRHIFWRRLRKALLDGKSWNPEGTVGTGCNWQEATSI
Target sequence (Q99836 whole entry, looked up): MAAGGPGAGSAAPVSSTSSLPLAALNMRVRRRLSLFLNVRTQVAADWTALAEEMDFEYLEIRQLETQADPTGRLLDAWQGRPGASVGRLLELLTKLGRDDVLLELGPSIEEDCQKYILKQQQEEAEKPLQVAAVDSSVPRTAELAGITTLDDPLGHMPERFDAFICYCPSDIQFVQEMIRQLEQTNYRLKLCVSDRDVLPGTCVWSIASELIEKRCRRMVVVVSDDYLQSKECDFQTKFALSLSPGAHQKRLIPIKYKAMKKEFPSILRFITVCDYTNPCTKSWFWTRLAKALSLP
bIAP inhibitor – blocks bovine intestinal alkaline phosphatase activity; purified bovine IAP, CDP-star luminescence, 30 min; inhibition, % at 20 µM; 190,000 tested, under 10 active; AID 1019;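 active means over 50% inhibition of intestinal alkaline phosphatase at 20 µM in the single-dose screen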
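System: Purified bovine intestinal alkaline phosphatase (IAP) enzyme | Input: IAP diluted 1/65,000,000 in the well | Also added: CDP-star chemiluminescent phosphatase substrate, 30 µM final | Dosing: 20 µM single dose | Times: Enzyme reaction for 30 min at room temperature | Detection: Luminescence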
bIAP act – increases bovine intestinal alkaline phosphatase activity; purified bovine IAP, CDP-star luminescence, 30 min; stronger effect = higher value; fold of DMSO-control signal, blank-subtracted; activation factor at 20 µM; 200,000 compounds, 0.17% hits; AID 1016;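 active means activation factor of 2 or more at 20 µM, a signal rise over negative controls twice the positive control's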
S1P3 antag – blocks the human S1P3 receptor. CHO S1P3 NFAT-BLA reporter, FRET fluorescence, antagonist mode. inhibition, % at 4.98 µM. 170,000 compounds, 0.27% hits. AID 485;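 active means inhibition above the plate cutoff, the mean inhibition of test wells on that plate plus 3 SD, cut at about 28% in these data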;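 further: cells challenged with S1P at its EC80 of 0.8 µM; blue over green emission ratio from cleaved BLA substrate after 4 h stimulation; 0% = S1P-stimulated wells and 100% = unstimulated DMSO-only wells; some compounds past the cut are filed as inactive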
PPARg SRC1 recr – agonists of human PPARgamma SRC-1 coactivator recruitment | P37231 | PPARgamma-SRC-1 coactivator recruitment biochemical assay | activation, % at 8 µM | 200,000 compounds, 0.41% hits | AID 631; in the data active means activation above about 19%;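 further: 0% = DMSO and 100% = reference agonist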
PPARg SRC-2 ag – PPARgamma-driven SRC-2 recruitment agonism. activation, % at 8 µM. P37231. PPARgamma LBD-SRC-2 recruitment, biochemical. AID 1032. 200,000 compounds, 0.34% hits; in the data active means activation above about 22%;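 further: 0% = vehicle and 100% = reference agonist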
* marks the source's active call; other numbers are inactive results; · = no result given.

SMILES	TR-FRET SRC-2 ct	PPARg SRC3 recr	Lmaj promast	ROMK mod	Redox H2O2 prof	TLR4-MyD88 BLA	bIAP inhibitor	bIAP act	S1P3 antag	PPARg SRC1 recr	PPARg SRC-2 ag
CC(=O)NC(=S)Nc1ccc(-c2nc3ccc(C)cc3s2)cc1	1473	7.8	-1.3	1.58	-4.1	-1.5	4.7	1	·	13.8	3.8
Cc1cc(C)c2c(=O)n(CC(=O)N3CCC(Cc4ccccc4)CC3)sc2n1	1685	3.1	78.2*	·	-0.8	7.3	10.6	0.9	9.7	7.0	5.2
COc1cccc(CN2CCN(c3cccc(C(F)(F)F)c3)CC2)c1OC	1482	3.5	11.7	·	0.7	3.9	-2.0	1	-0.3	3.1	-5.6
Cc1ccc(/C=N/NC(=O)c2nc3nc(C)cc(C)n3n2)cc1	1456	0.8	-2.6	·	-0.2	4.1	1.6	1	5.5	-0.2	4.8
CC(=O)c1nnn(-c2ccc([N+](=O)[O-])cc2)c1C	1677	1.8	-1.6	0.639	0.2	4.6	-4.6	1	-14.6	3.7	-2.8
CCOC(=O)C1=C(c2ccccc2)N=C2SCC(=O)N2C1c1cccc(OC)c1 (stereo not drawn)	1424	-3.4	-0.8	·	-2.3	-7.2	-3.5	1	·	-2.8	1.1
CCOC(=O)CCS(=O)(=O)c1nc(-c2ccccc2)cc(C(F)(F)F)n1	1475	12.7	7.9	-4.42*	0.2	24.2	14.7	0.9	-8.1	15.4	15.1
COc1cc(NC(=O)c2cccs2)c(C(=O)OCC(=O)NCc2ccccc2)cc1OC	1347	2.0	-3.4	-0.5	0.1	11.1	8.2	0.9	·	3.9	-3.0
O=C(NNc1ccc(C(F)(F)F)cc1[N+](=O)[O-])c1ccc(NS(=O)(=O)c2ccc(F)cc2)cc1	1665	2.7	51.8*	-1.43	5.0	0.6	-4.4	1	-8.7	6.0	-1.5
CC(=O)/C=C(\C)Nc1ccc(-c2cnc(-c3ccccc3)o2)cc1	1391	10.1	-2.6	0.672	-0.2	8.0	7.0	0.9	-95.1	1.9	3.7
Cc1nc(Nc2ccc(S(N)(=O)=O)cc2)sc1C(=O)Nc1ccccc1	1530	8.6	6.7	-0.655	-1.7	-3.0	9.4	0.9	3.6	4.2	-0.1
CSc1ccc(C(=S)N2CCN(C(c3ccccc3)c3ccccc3)CC2)cc1	1598	23.0	28.0	·	2.2	-15.1	7.7	0.9	·	7.3	3.4
Cc1cc(C)nc(NC(=O)c2ccc3c(c2)OCO3)c1	1498	-3.5	6.8	0.447	-1.2	5.4	21.0	0.8	7.1	5.1	6.0
NS(=O)(=O)c1cc(C(=O)NCCOc2ccccc2)c(Cl)cc1Cl	1468	-1.6	-8.1	·	-0.2	1.6	0.1	1	0.6	4.2	3.2
CC(C)CCn1nnnc1C(c1ccccc1F)N1CCC(C(N)=O)CC1 (stereo not drawn)	1589	0.8	-7.9	·	-2.8	10.2	-10.0	1.1	-43.6	7.5	5.2
COc1cc2c(cc1OC)C1=NC(=O)CN1C(SCc1ccc(C)cc1)=N2	1964	6.8	2.4	·	0.2	-14.5	-1.0	1	·	14.1	18.4
O=C1COc2ccc(C(=O)NCc3ccc4c(c3)OCO4)cc2N1	1607	4.3	-4.4	·	2.8	-13.6	20.0	0.8	15.7	2.4	4.7
CN(C)C(/C=C/Nc1ccc(Br)cc1)=C(C#N)C#N	1395	2.9	4.9	·	-0.9	-17.1	3.1	1	-7.0	7.6	0.5
O=C1CCCN1c1ccc(S(=O)(=O)Oc2cccc(Cl)c2)cc1[N+](=O)[O-]	1384	7.7	2.1	·	-0.8	2.1	3.3	1	·	-1.5	-3.4
CCN1CC(CN(C)Cc2nc(-c3cccs3)no2)CC1=O (stereo not drawn)	1570	5.0	5.7	0.118	-0.4	-7.8	-3.5	1	-0.4	5.0	-1.1

Reformatted with bars between the fields: 14 of the compounds above.
SMILES | TR-FRET SRC-2 ct | PPARg SRC3 recr | Lmaj promast | ROMK mod | Redox H2O2 prof | TLR4-MyD88 BLA | bIAP inhibitor | bIAP act | S1P3 antag | PPARg SRC1 recr | PPARg SRC-2 ag
CCOC(=O)CCS(=O)(=O)c1nc(-c2ccccc2)cc(C(F)(F)F)n1 | 1475 | 12.7 | 7.9 | -4.42* | 0.2 | 24.2 | 14.7 | 0.9 | -8.1 | 15.4 | 15.1
COc1cc(NC(=O)c2cccs2)c(C(=O)OCC(=O)NCc2ccccc2)cc1OC | 1347 | 2.0 | -3.4 | -0.5 | 0.1 | 11.1 | 8.2 | 0.9 | · | 3.9 | -3.0
O=C(NNc1ccc(C(F)(F)F)cc1[N+](=O)[O-])c1ccc(NS(=O)(=O)c2ccc(F)cc2)cc1 | 1665 | 2.7 | 51.8* | -1.43 | 5.0 | 0.6 | -4.4 | 1 | -8.7 | 6.0 | -1.5
CC(=O)/C=C(\C)Nc1ccc(-c2cnc(-c3ccccc3)o2)cc1 | 1391 | 10.1 | -2.6 | 0.672 | -0.2 | 8.0 | 7.0 | 0.9 | -95.1 | 1.9 | 3.7
Cc1nc(Nc2ccc(S(N)(=O)=O)cc2)sc1C(=O)Nc1ccccc1 | 1530 | 8.6 | 6.7 | -0.655 | -1.7 | -3.0 | 9.4 | 0.9 | 3.6 | 4.2 | -0.1
CSc1ccc(C(=S)N2CCN(C(c3ccccc3)c3ccccc3)CC2)cc1 | 1598 | 23.0 | 28.0 | · | 2.2 | -15.1 | 7.7 | 0.9 | · | 7.3 | 3.4
Cc1cc(C)nc(NC(=O)c2ccc3c(c2)OCO3)c1 | 1498 | -3.5 | 6.8 | 0.447 | -1.2 | 5.4 | 21.0 | 0.8 | 7.1 | 5.1 | 6.0
NS(=O)(=O)c1cc(C(=O)NCCOc2ccccc2)c(Cl)cc1Cl | 1468 | -1.6 | -8.1 | · | -0.2 | 1.6 | 0.1 | 1 | 0.6 | 4.2 | 3.2
CC(C)CCn1nnnc1C(c1ccccc1F)N1CCC(C(N)=O)CC1 (stereo not drawn) | 1589 | 0.8 | -7.9 | · | -2.8 | 10.2 | -10.0 | 1.1 | -43.6 | 7.5 | 5.2
COc1cc2c(cc1OC)C1=NC(=O)CN1C(SCc1ccc(C)cc1)=N2 | 1964 | 6.8 | 2.4 | · | 0.2 | -14.5 | -1.0 | 1 | · | 14.1 | 18.4
O=C1COc2ccc(C(=O)NCc3ccc4c(c3)OCO4)cc2N1 | 1607 | 4.3 | -4.4 | · | 2.8 | -13.6 | 20.0 | 0.8 | 15.7 | 2.4 | 4.7
CN(C)C(/C=C/Nc1ccc(Br)cc1)=C(C#N)C#N | 1395 | 2.9 | 4.9 | · | -0.9 | -17.1 | 3.1 | 1 | -7.0 | 7.6 | 0.5
O=C1CCCN1c1ccc(S(=O)(=O)Oc2cccc(Cl)c2)cc1[N+](=O)[O-] | 1384 | 7.7 | 2.1 | · | -0.8 | 2.1 | 3.3 | 1 | · | -1.5 | -3.4
CCN1CC(CN(C)Cc2nc(-c3cccs3)no2)CC1=O (stereo not drawn) | 1570 | 5.0 | 5.7 | 0.118 | -0.4 | -7.8 | -3.5 | 1 | -0.4 | 5.0 | -1.1

Additional records:
SMILES	TR-FRET SRC-2 ct	PPARg SRC3 recr	Lmaj promast	ROMK mod	Redox H2O2 prof	TLR4-MyD88 BLA	bIAP inhibitor	bIAP act	S1P3 antag	PPARg SRC1 recr	PPARg SRC-2 ag
O=C(OCC(=O)N(C1CCCCC1)C1CCCCC1)c1ccco1	1673	7.3	1.2	-0.674	0.1	1.2	11.5	0.9	·	-3.6	9.4
CCCCn1nc2cc(C(=O)NCc3ccccc3)ccc2c1OCC	1410	-3.8	5.1	·	-4.4	14.4	5.5	0.9	·	-5.4	-1.0
CCOC(=O)c1cc(-c2ccccc2)sc1NC(=O)C(C)OC(=O)c1ccncc1 (stereo not drawn)	1460	3.5	1.3	-0.441	0.0	-2.4	12.8	0.9	-5.5	-3.1	0.2
Cc1ccc(-c2csc3nnc(SCC(=O)NCc4ccc5c(c4)OCO5)n23)cc1	1498	6.1	1.1	·	-3.8	5.1	14.1	0.9	2.0	12.4	5.0
COc1cc(N2CCCC2)c(OC)cc1C=O	1624	1.8	3.3	0.0118	-1.4	-0.8	4.3	1	-5.5	5.7	8.9
C=C(C)CN(CC)C(=O)COc1ccc(S(=O)(=O)Nc2ccc(OC)cc2)cc1	1575	1.8	1.4	0.0632	-0.1	-2.3	-3.7	1	·	3.5	14.8
CCn1c(CNC(C)=O)nnc1SCC(=O)c1ccc(Br)cc1	1472	11.2	18.1	-0.0682	0.1	-22.0	7.2	0.9	-16.7	-3.4	-1.8
C=CCN=C1NN=C(c2cc(C)n(CCOC)c2C)CS1	1395	-3.7	2.2	-0.00734	-0.2	-12.7	12.0	0.9	-14.6	-4.2	-6.0
O=C(NCc1cccc(Cl)c1)c1cc(COc2ccc3ncccc3c2)on1	1677	2.6	16.1	-0.592	-1.7	-10.3	14.4	0.9	-6.6	6.2	8.9
Cc1ccc(/C=N/Nc2cccc3cccnc23)c(O)c1	1492	0.9	-2.7	-0.251	-1.9	-13.0	-2.4	1	·	2.9	2.1
COc1ccc(N2CCN(C(=O)Nc3ccc(S(=O)(=O)N(C)C)cc3)CC2)cc1	1372	4.3	-4.5	·	1.4	0.8	8.6	0.9	·	-1.6	-5.5
N#CCCN(Cc1ccccc1)C(=S)NC(=O)c1ccccc1	1564	-0.1	5.8	·	-4.3	7.2	16.3	0.8	·	5.4	2.8
CC(C)c1ccc2c(c1)C(c1cccs1)=NNC(c1ccncc1)=N2	1565	4.8	43.9	-0.111	0.0	-12.6	11.8	0.9	-20.7	1.1	-1.5
O=C(COC(=O)Cc1ccsc1)Nc1ccc(S(=O)(=O)N2CCOCC2)cc1	1549	6.9	-1.1	·	0.6	0.0	17.7	0.8	0.3	-2.0	9.0
N#Cc1cn(CCOc2ccc(F)cc2)c2ccccc12	1377	6.1	5.6	-2.48	1.3	6.8	12.8	0.9	·	-3.7	1.3
O=C(O)CCCN=CC1=C(O)C(C(=O)c2ccccc2)CCC1=O (stereo not drawn)	1451	6.6	-4.8	0.369	0.7	-3.3	2.7	1	·	6.5	1.7
CC(OCC(O)CN(C)CCOc1ccccc1)c1ccc(Cl)cc1 (stereo not drawn)	1452	2.9	99.0*	-2.72	3.2	-5.0	-3.5	1	1.3	9.0	-4.1
CC1(O)N(CCC(=O)Nc2cccc(F)c2)C(=O)OC12CCCCC2 (stereo not drawn)	1657	4.0	-0.7	-0.1	-1.3	-7.6	-33.2	1.3	2.7	4.2	-6.0
CCOc1ccccc1N1CCN(C2=C(NS(=O)(=O)c3cccs3)C(=O)c3ccccc3C2=O)CC1	1662	4.4	99.4*	-0.164	0.3	12.5	11.1	0.9	·	5.0	20.6
CCOc1ccc(NC(=O)CNC(=O)c2ccc(OC)cc2)cc1	1622	-0.4	0.7	-1.2	-0.5	-6.7	-6.1	1.1	-5.2	-7.6	-9.0
